B2AR arrestin: qHTS assay of beta-arrestin-biased ligands of beta2-adrenergic receptor; Beta-2 adrenergic receptor (Homo sapiens), P07550; Potency, µM (series often up to 46.1 µM), without a hit: at the top dose activation, hits mostly activators; hit rate 0.02% among 330,000; beta-arrestin recruitment to beta2AR, cell-based reporter;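 further: potency means the concentration at half of the fitted maximal effect; 0% = DMSO controls and full agonism = EC100 isoproterenol or metaproterenol; nearly all actives have a fitted effect of over 65% in size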
ASM inhibitor: Inhibitors of Secretory Acid Sphingomyelinase (S-ASM): qHTS | Sphingomyelin phosphodiesterase (Homo sapiens), P17405 | Potency, µM (top dose mostly 57.5 µM), inactives show top-dose activity change, negative = inhibition, hits mostly inhibitors | hit rate 0.006% among 340,000 | placental ASM, HMU-PC fluorogenic substrate, 60 min; further: potency means the concentration at half of the fitted maximal effect
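Fluorescence read-out (Ex 386 nm, Em 447 nm) after stopping the reaction at pH 10. Enzyme: ASM from human placenta; substrate HMU-PC0, 9 uM final; 60 min, 37 °C. Compound preincubation 10 min, ambient temperature.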
PKM2 activator: qHTS Assay for Activators of Human Muscle isoform 2 Pyruvate Kinase; Pyruvate kinase PKM (Homo sapiens), P14618; purified PKM2, Kinase-Glo ATP luminescence, activation; response scale: 0% is enzyme alone, no compound; Potency, µM (top dose mostly 57.5 µM), without a hit: at the highest dose activation, hits mostly activators; hit rate 0.34% among 260,000; AID 1631, 2009; further: potency means the concentration at half of the fitted maximal effect; on the % scale 0 is the no-effect control and ±100 the full control effect; nearly all actives have a fitted effect of over 55% in size
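Purified hPK-M2 (>95%) run at intermediate activity with 0.1 mM ADP and 0.5 mM PEP in 50 mM imidazole pH 7.2, KCl, MgCl2; 1 h room temperature. ATP formed read by Kinase-Glo luminescence; normalized to uninhibited and no-enzyme controls.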
Giardia kill: Small Molecules that selectively kill Giardia lamblia: qHTS; activity change, % at 7.66 µM, hits read low; AID 540267, 2011; Giardia lamblia trophozoite viability; hit rate 0.15% among 340,000; in the data active means activity change below about -80%; inconclusive means between about -30% and that limit;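 further: parasites exposed to compound for two days anaerobically before the ATP read; on the % scale 0 is the no-effect control and ±100 the full control effect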
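Trophozoites 100 cells/well + cpd; 48 hrs, 37 deg C, anaerobic. ATPLite 1-Step added, 15-30 min RT, luminescence read (ATP-based viability).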
BCR signal inh: qHTS Assay to Find Inhibitors of Chronic Active B-Cell Receptor Signaling. ABC-DLBCL IkBa-CBG/CBR reporter, luminescence ratio, 4 h. Potency, µM (doses to about 46.1 µM), without a hit: top-dose ratio change, negative = lower green/red ratio, actives largely listed as inhibitors. hit rate 0.05% among 340,000; active means well fitted inhibition curve with a large enough effect in the signal ratio, with a control signal flat, not every such curve was filed as active; inconclusive means small, poorly fitted or top-dose-only effect, or effect the other way, or a change in a side signal; the % refers to the signal ratio;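 further: potency means the concentration at half of the fitted maximal effect; plate controls were basal doxycycline-induced cells for no effect and cells given 10 µM MG132 for full effect; MG132 reads +100%, hits lower the ratio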
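Compounds up to 46 uM were incubated four hours with TMD8 cells whose green CBG68 luciferase is fused to IkappaBalpha; red CBR luminescence normalised the signal, and concentration-effect curves were fitted to fusion, red and ratio data.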
GALK inh: qHTS Assay for Inhibitors of Human Galactokinase (GALK); P51570; Purified GALK, Kinase-Glo residual ATP luminescence; Potency, µM (series often up to 57.5 µM), inactives show at the highest dose activity change, negative = inhibition, most hits filed as inhibitors; hit rate 0.007% among 270,000; AID 1868, 2009; further: potency means the concentration at half of the fitted maximal effect; on the % scale 0 is the no-effect control and ±100 the full control effect
Target sequence (P51570 whole entry, looked up): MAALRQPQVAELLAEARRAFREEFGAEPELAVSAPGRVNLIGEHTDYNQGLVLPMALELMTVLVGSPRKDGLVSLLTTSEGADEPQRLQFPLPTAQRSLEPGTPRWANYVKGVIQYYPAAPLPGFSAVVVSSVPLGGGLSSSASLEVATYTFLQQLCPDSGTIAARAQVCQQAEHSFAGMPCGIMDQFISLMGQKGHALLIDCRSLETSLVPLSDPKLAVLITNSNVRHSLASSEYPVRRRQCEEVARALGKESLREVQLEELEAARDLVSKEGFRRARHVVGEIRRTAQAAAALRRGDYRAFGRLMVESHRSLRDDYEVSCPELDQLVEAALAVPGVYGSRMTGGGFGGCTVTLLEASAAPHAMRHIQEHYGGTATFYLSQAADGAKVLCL
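Galactose (100 uM) and ATP (35 uM) were turned over by 5 nM GALK for 1 h at RT. Kinase-Glo Plus then converted the remaining ATP into a luminescent signal.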
Integrin act MD: qHTS for Activators of Integrin-Mediated Alleviation for Muscular Dystrophy; alpha7betagal myoblasts, beta-gal FDG fluorescence, 48 h; Potency, µM (titrated, usually from 38.3 µM), for the others: top-dose activation, actives largely listed as activators; hit rate 0.064% among 350,000;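 further: potency means the concentration at half of the fitted maximal effect; 100% = response of the positive control SU9516; nearly all actives have a fitted effect of over 60% in size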
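alpha7betagal+/- myoblasts (passage 13, 250/well) treated 48 h at 37C with compounds at 1:260 dilution of DMSO stock. Lysed, then beta-galactosidase activity read as FDG fluorescence (ex 480/em 540) after 30 min, with pre-read for autofluorescence.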
TSG101-PTAP inh: qHTS Assay for Iinhibitors of HIV-1 Budding by Blocking the Interaction of PTAP/TSG101 | Tumor susceptibility gene 101 protein (Homo sapiens), Q99816 | Fluorescence polarization, FITC-PTAP peptide / Tsg101 binding | Potency, µM (top dose mostly 115 µM), without a hit: top-dose activity change, negative = inhibition, usual class: inhibitors | 340,000 tested, under 10 active; active means well fitted inhibition curve with a large enough effect in the main read-out, with a control signal flat, not every such curve was filed as active; inconclusive means small, poorly fitted or top-dose-only effect, or effect the other way, or a change in a side signal; inactive means no such curve, though single readings can be large or run the other way; further: potency means the concentration at half of the fitted maximal effect; % of control where 0% means no effect
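FP read-out: FITC-PTAP peptide, 50 nM final, binding Tsg101 binding domain, 10 uM final; 20 min, r.t.; 10 mM HEPES pH 7.5, 0.15 M NaCl, 0.01% Tween 20, 3 mM EDTA, 0.1 mM TCEP.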
Menin-MLL TR inh: qHTS Assay for Inhibitors Targeting the Menin-MLL Interaction in MLL Related Leukemias: Competition With Texas Red Labeled MLL-derived Mutant Peptide | O00255 | Menin + Texas Red MLL mutant peptide, fluorescence polarization | Potency, µM (top dose mostly 61.6 µM), for the others: at the highest dose FP activity change, negative = inhibition, usual class: inhibitors | hit rate 0.23% among 270,000; active means well fitted inhibition curve with a large enough effect in the polarisation, with a control signal flat, not every such curve was filed as active; inconclusive means small, poorly fitted or top-dose-only effect, or effect the other way, or a change in a side signal; inactive means no such curve, though single readings can be large or run the other way; the % refers to the polarisation; further: potency means the concentration at half of the fitted maximal effect; % of control where 0% means no effect; many of its hits are not listed in these tables
FBPA coupling cs: qHTS Assay for Inhibitors of Fructose-1,6-bisphosphate Aldolase from Giardia Lamblia: Coupling assay counterscreen. coupling enzyme system counterscreen, AmpLite Red fluorescence. activity change, negative = inhibition, % at 58.2 µM, hits read low. hit rate 0.67% among 290,000; in the data active means activity change below about -30%; further: on the % scale 0 is the no-effect control and ±100 the full control effect
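Compounds tested against the coupling enzymes alone at 57.5 uM final; readout was AmpLite Red fluorescence (525/598 nm) after 20 min at RT.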
Tb PFK inh: qHTS Assay to Find Inhibitors of T. brucei phosphofructokinase | T. brucei PFK, ADP-Glo luminescence | Potency, µM (highest dose often 57.5 µM), for the others: at the top dose activity, negative = inhibition, actives largely listed as inhibitors | hit rate 0.17% among 330,000 | AID 485367, 2010;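 further: potency means the concentration at half of the fitted maximal effect; 0% = uninhibited 1x PFK enzyme wells and -100% = no-enzyme wells; nearly all actives have a fitted effect of over 60% in size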
Target sequence (O15648 whole entry, looked up): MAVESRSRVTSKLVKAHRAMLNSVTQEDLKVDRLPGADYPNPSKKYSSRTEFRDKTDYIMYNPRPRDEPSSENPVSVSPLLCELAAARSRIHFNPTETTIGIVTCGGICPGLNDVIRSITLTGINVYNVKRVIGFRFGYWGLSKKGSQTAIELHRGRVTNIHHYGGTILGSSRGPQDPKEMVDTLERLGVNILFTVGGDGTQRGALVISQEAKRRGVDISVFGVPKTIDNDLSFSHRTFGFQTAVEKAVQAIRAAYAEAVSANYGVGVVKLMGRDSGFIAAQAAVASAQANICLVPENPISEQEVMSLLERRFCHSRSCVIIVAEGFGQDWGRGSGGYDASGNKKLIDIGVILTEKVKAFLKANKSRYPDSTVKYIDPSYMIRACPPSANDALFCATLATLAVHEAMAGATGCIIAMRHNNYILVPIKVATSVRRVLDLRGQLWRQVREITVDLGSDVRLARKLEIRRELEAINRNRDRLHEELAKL
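PFK 1.25 nM, F6P 0.5 mM, ATP 0.1 mM, 0.1 M TEA pH 8.0, 5 mM MgCl2, 0.01% Tween20, 0.1% BSA; 45 min RT. ADP-Glo readout. qHTS titration up to 57 uM; curves fitted, compounds curve-classed.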
* = called active by the depositor; i = inactive; u = inconclusive; x = no result given; [ ] = remark or other dose. Unless noted, the call rests on the fitted dose curve; in most records, active means well fitted curve in the direction sought with a large enough effect; inconclusive means small, poorly fitted or top-dose-only effect, or another doubt; inactive means no such curve, though single readings can be large; an effect the other way counts as inactive or inconclusive. These rows are one share of the data. The share of hits here may be higher or lower than overall.

# | molecule | B2AR arrestin | ASM inhibitor | PKM2 activator | Giardia kill | BCR signal inh | GALK inh | Integrin act MD | TSG101-PTAP inh | Menin-MLL TR inh | FBPA coupling cs | Tb PFK inh
1 | Cc1ccc(NC(=O)C(C)C(=O)Nc2ccc(C)cc2)cc1 | 0.5% | -3% | 5% | 9 | 0% | 0% | 5% | -5% | 14% | -2 | -7%
2 | CC(C)Cn1c(Br)nc2c1c(=O)n(CCC#N)c(=O)n2C | -0.1% | 3% | 5% | 5 | -9% | 5% | 2% | -4% | -9% | 5 | 2%
3 | Cc1cc(NC(=O)c2cccc(C)c2[N+](=O)[O-])no1 | 0.4% | 1% | 1% | -13 | 1% | 0% | 23% | -1% | -23% | -1 | 3%
4 | COc1cccc(NC(=S)N2CCN(S(=O)(=O)c3ccccc3)CC2)c1 | 0.2% | 1% | 3% | -18 | 2% | -4% | -7% | 0% | x | x | 1%
5 | COc1ccc(-c2nn(-c3ccccc3)cc2/C=C/C(=O)OCC(=O)Nc2ccccc2C#N)cc1 | -0.4% | 207%[activator] | -43% | -1 | 3% | 0% | -19% | -5% | -8% | 0 | 5%
6 | O=S(=O)(N/N=C/c1ccccc1F)c1ccccc1 | 0.0% | -3% | -1% | -5 | -8% | 5% | 10% | -3% | 12% | 4 | -5%
7 | CCCCN(C(=O)CSCc1c(C)noc1C)c1c(N)n(CCC)c(=O)[nH]c1=O | -0.6% | 4% | -16% | 6 | -17% | 7% | 28% | 0% | x | x | 0%
8 | Cc1cc(NC(=O)c2ccc(C)c([N+](=O)[O-])c2)no1 | 0.0% | -4% | 8% | -7 | 4% | 7% | 13% | -4% | 22% | 3 | -2%
9 | CC(O)CNCCNCc1c(OCc2ccccc2)ccc2ccccc12 (stereo not given) | -0.2% | 8% | -2% | 12 | u | 0% | -55%[inhibitor] | 1% | u | 0 | 9%[0.46 µM]
10 | COc1ccc(OC)c(C(=O)N(C)C2CCCN(Cc3ccccc3F)C2)c1 (stereo not given) | -0.1% | 3% | -1% | u | 0% | 0% | -14% | 0% | -1% | -1 | -3%
11 | COc1cc(N=Cc2c(O)[nH]c3ccccc23)cc(OC)c1OC | -0.9% | -11% | -1% | -9 | u | 0% | 15% | -5% | u | -2 | 1%
12 | CCN(CC)S(=O)(=O)c1cccc(NC2=NCCCCC2)c1 | -0.3% | 3% | 2% | 23 | 0% | 1% | u | -2% | x | 0 | 3%
13 | N#Cc1ccccc1Cn1c(-c2cscn2)nc2ccccc21 | 0.1% | 0% | -7% | 2 | -1% | 2% | 0% | -8% | 0% | -1 | 1%
14 | COc1nc(-c2ccccc2)nc(C)c1CC(=O)O | -0.6% | 2% | 2% | 6 | 5% | 9% | 13% | -5% | 4% | 10 | -4%
15 | N#CCC(=O)Nc1ccc(C(=O)Nc2ccc3c(c2)OCO3)cc1 | -1.0% | -4% | x | -4 | -18% | x | -3% | 1% | x | x | -5%

Complete entries, looked up by structure. Order of screens: B2AR arrestin	ASM inhibitor	PKM2 activator	Giardia kill	BCR signal inh	GALK inh	Integrin act MD	TSG101-PTAP inh	Menin-MLL TR inh	FBPA coupling cs	Tb PFK inh
Cc1cc(NC(=O)c2ccc(C)c([N+](=O)[O-])c2)no1 is listed with 0.0%	-4%	8%	-7	4%	7%	13%	-4%	22%	3	-2%
Cc1ccc(NC(=O)C(C)C(=O)Nc2ccc(C)cc2)cc1 is listed with 0.5%	-3%	5%	9	0%	0%	5%	-5%	14%	-2	-7%

Among those listed so far, 2 contain a nitro group on carbon:
# | molecule | B2AR arrestin | ASM inhibitor | PKM2 activator | Giardia kill | BCR signal inh | GALK inh | Integrin act MD | TSG101-PTAP inh | Menin-MLL TR inh | FBPA coupling cs | Tb PFK inh
3 | Cc1cc(NC(=O)c2cccc(C)c2[N+](=O)[O-])no1 | 0.4% | 1% | 1% | -13 | 1% | 0% | 23% | -1% | -23% | -1 | 3%
8 | Cc1cc(NC(=O)c2ccc(C)c([N+](=O)[O-])c2)no1 | 0.0% | -4% | 8% | -7 | 4% | 7% | 13% | -4% | 22% | 3 | -2%

(cont.)
# | molecule | B2AR arrestin | ASM inhibitor | PKM2 activator | Giardia kill | BCR signal inh | GALK inh | Integrin act MD | TSG101-PTAP inh | Menin-MLL TR inh | FBPA coupling cs | Tb PFK inh
16 | COc1cc(N2CCCC2)c(OC)cc1/C=C(/C#N)c1ccc(Br)cc1 | -0.1% | -23% | 2% | 1 | 15% | -3% | 13% | u | -14% | -1 | 2%
17 | O=C(Nc1cccc(C(F)(F)F)c1)Nc1ccc2[nH]c(=O)[nH]c2c1 | -0.7% | -2% | x | -15 | 2% | 3% | -6% | -2% | -1% | -2 | 0%
18 | CC1(C)CC2CC(C)(CN2S(=O)(=O)c2ccc(F)cc2F)C1 (stereo not given) | -0.7% | 0% | x | 9 | 6% | x | 22% | -5% | x | x | 0%
19 | CN(C)S(=O)(=O)c1cc(NC(=O)COC(=O)c2nc(Cl)ccc2Cl)ccc1Cl | 0.6% | -1% | x | -14 | -7% | x | 0% | -6% | x | x | -8%
20 | Cn1c(=O)c(C(=O)Nc2ccccc2S(N)(=O)=O)c(O)c2ccccc21 | -1.1% | 0% | 1% | -10 | u | 1% | 43% | -4% | x | 0 | 0%
21 | COc1cc(CNCCO)ccc1OCC(=O)Nc1ccc(Br)cc1 | -0.3% | -3% | -3% | -15 | 3% | 1% | -44% | -5% | 0% | 2 | -2%
22 | COc1ccc(S(=O)(=O)N2CCC(C(=O)N3CCOCC3)CC2)cc1Cl | 0.1% | 1% | 9% | 22 | 2% | 1% | u | -8% | -5% | -1 | 2%
23 | COc1cc(/C=N/Nc2nc3ccccc3s2)ccc1O | -0.6% | 71%[activator] | 9% | 11 | u | -1% | 1% | 0% | x | -3 | -9%
24 | CCOC(=O)C1=C(COC(=O)c2ncc(Cl)c(Cl)c2Cl)NC(=O)NC1C (stereo not given) | 0.3% | 0% | x | 29 | u | x | -13% | -2% | x | x | 0%
25 | Cc1ccccc1CN1C(=O)C(C)S/C1=N/N=C/c1ccco1 (stereo not given) | -0.6% | -1% | 18% | 1 | -3% | 5% | u | 2% | x | -6 | 1%
26 | O=C(CN(Cc1ccccc1)S(=O)(=O)c1ccccc1)NC1CC1 | -0.7% | 1% | -6% | 13 | u | -3% | 2% | -7% | -3% | 0 | 3%
27 | CCCc1cc(Nc2cccc(OC)c2)n2ncnc2n1 | 0.2% | 3% | -21% | 2 | -11% | -4% | -18% | -3% | -14% | 0 | -9%
28 | Cc1nn(C(=O)N2CCOCC2)c(C)c1C | 1.2% | 1% | 0% | 17 | 14% | 1% | 8% | -3% | -3% | 1 | -1%
29 | COc1cc(-c2cc3nc4ccccc4n3c(N)c2C#N)cc(OC)c1OC | -0.3% | i | 6% | -11 | 4% | 0% | u | -1% | x | -3 | 1%
30 | CC(C)=C(NC(=O)c1ccccc1)C(=O)Nc1cccc(C)c1 | -1.0% | 1% | 0% | -2 | 1% | 1% | u | -4% | 13% | 0 | -2%
31 | CSc1nsc(/C=C/Nc2ccc(C(=O)O)cc2)c1C#N | 0.2% | 53%[activator] | 5% | 7 | u | -4% | -8% | -2% | u | -13 | -4%
32 | COc1ccc(C(C(N)=O)c2ncc(C(F)(F)F)cc2Cl)cc1OC (stereo not given) | 0.0% | 0% | 7% | -12 | 4% | -1% | 10% | 0% | -2% | 5 | -3%
33 | O=C(NC1CC2CCCC(C1)N2C(=O)Nc1ccccc1)c1ccccc1 (stereo not given) | -0.4% | 1% | -7% | -18 | -9% | -5% | 29% | -1% | -5% | 1 | 1%
34 | COC(=O)c1ccccc1NC1c2ccccc2C(=O)N1c1cccnc1 (stereo not given) | -0.8% | 7% | 4% | -1 | u | -3% | 0% | -5% | -3% | 1 | -6%
